Source: PubChem BioAssay (National Center for Advancing Translational Sciences (NCATS))
ERG Ets-DNA blk = inhibitors of human ERG Ets domain-DNA interaction. fluorescence polarization, His-ERG Ets domain / labelled DNA. Potency, µM (highest dose often 76.9 µM), inactives show at the highest dose FP activity, negative = inhibition, most hits filed as inhibitors. actives 0.028% (n = 370,000); active = well fitted inhibition curve with a large enough effect in the polarisation, with a control signal flat; inconclusive = small, poorly fitted or top-dose-only effect, or effect the other way, or a change in a side signal; inactive = no such curve, though single readings can be large or run the other way; the % refers to the polarisation;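 note: polarization taken with two DNA probes labelled with fluorescein and Texas red; potency is the fitted concentration of half-maximal effect; % of control where 0% means no effect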
Target sequence (P11308 whole entry, looked up, the tested form may be a part): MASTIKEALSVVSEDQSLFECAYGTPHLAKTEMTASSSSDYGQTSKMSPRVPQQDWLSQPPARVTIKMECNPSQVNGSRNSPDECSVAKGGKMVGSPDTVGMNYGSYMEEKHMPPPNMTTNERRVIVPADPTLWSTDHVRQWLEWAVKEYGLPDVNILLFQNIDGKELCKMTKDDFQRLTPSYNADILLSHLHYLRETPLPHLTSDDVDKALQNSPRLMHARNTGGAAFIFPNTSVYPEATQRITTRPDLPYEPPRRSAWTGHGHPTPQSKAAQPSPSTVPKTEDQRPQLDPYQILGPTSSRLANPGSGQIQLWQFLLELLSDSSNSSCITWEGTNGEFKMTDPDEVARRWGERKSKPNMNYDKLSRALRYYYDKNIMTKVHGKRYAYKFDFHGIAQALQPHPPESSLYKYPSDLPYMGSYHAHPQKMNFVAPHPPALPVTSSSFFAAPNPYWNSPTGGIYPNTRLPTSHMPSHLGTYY
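His-tagged ERG Ets domain (1 uM in the protein solution; 300mM KCl, 50mM Tris-HCl, 1mM EDTA, 1mM DTT, pH 7.5) received compound, then a probe mix of 5 nM fluorescein-DNA and 100nM Texas-615-DNA. Fluorescence polarization was read for both dyes.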
PI4K2A block = PI4K2A (human) kinase inhibition; Q9BTU6; purified PI4K2A, ADP-Glo luminescence, 1 h; stronger effect = lower value; activity change, negative = inhibition, % at 76.9 µM; actives 0.13% (n = 420,000); AID 1346378; in the data active = activity change below about -50%; inconclusive = mostly about -30% to -49%;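 note: -100% = wells without enzyme as full effect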
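In this quantitative HTS, ADP production by PI4K2A was quantified luminescently after 1 h at ambient temperature; 100 microM adenosine served as plate-quality control.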
HP1b binding inh = blocks HP1-beta chromodomain binding to methylated histone tails. Potency, µM (doses to about 114 µM), for inactives: top-dose activity change, negative = inhibition, usual class: inhibitors. actives 0.56% (n = 390,000). AlphaScreen HP1-beta / biotin-H3K9me3 peptide binding. AID 540317. P83916; note: potency is the fitted concentration of half-maximal effect; nearly all actives have a fitted effect of over 70% in size; inactives centre near 23
Target sequence (P83916 whole entry, looked up): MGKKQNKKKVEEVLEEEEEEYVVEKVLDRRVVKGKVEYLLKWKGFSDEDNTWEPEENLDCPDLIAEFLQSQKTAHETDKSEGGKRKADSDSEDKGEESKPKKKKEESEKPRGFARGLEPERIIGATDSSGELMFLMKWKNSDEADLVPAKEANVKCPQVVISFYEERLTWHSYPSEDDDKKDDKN
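HP1-beta protein (50 nM final) preincubated 30 min at room temperature with biotinylated H3(1-18)K9me3 peptide (50 nM) in PBS pH 7.4, 0.01% Tween-20, then compound added for 30 min. AlphaScreen streptavidin donor/nickel chelate acceptor beads (10 ug/mL final), 30 min dark, luminescence read.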
G9a block = blocks human histone lysine methyltransferase G9a. AID 504332. Q96KQ7. G9a H3K9 monomethylation, AlphaScreen, 2 h. actives 8.8% (n = 350,000). Potency, µM (doses to about 102 µM), without a hit: top-dose activity, negative = inhibition, hits mostly inhibitors; note: potency is the fitted concentration of half-maximal effect; % is set by controls: 0 for no effect and ±100 for the full control effect; nearly all actives have a fitted effect of over 75% in size
Target sequence (Q96KQ7 913-1193 limits assumed): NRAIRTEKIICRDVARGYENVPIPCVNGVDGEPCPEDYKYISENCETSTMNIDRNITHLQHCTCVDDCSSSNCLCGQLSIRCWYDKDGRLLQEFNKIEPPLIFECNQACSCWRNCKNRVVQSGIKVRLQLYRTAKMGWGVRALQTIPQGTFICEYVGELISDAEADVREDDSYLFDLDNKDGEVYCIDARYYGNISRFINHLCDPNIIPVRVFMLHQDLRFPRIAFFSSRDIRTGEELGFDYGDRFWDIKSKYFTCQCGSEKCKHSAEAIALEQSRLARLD
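Methyltransferase reactions run at room temperature for 2 h (20 nM enzyme, 500 nM biotin-H3K9 peptide, 20 uM SAM) after a 15 min compound preincubation; product detected by AlphaScreen beads and anti-H3K9me1 antibody.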
Pin1 inh = human Pin1 inhibition. Potency, µM (highest dose often 115 µM), inactives show at the top dose activity, negative = inhibition, usual class: inhibitors. actives 0.009% (n = 390,000). Pin1 FP peptide displacement, HiFluor488, 10 min; active = well fitted inhibition curve with a large enough effect in the polarisation, with a control signal flat, not every such curve was filed as active; inconclusive = small, poorly fitted or top-dose-only effect, or effect the other way, or a change in a side signal; inactive = no such curve, though single readings can be large or run the other way; the % refers to the polarisation; note: potency is the fitted concentration of half-maximal effect; % is set by controls: 0 for no effect and ±100 for the full control effect
PGK inhibitor = T. brucei PGK inhibition; P07378; PGK/GAPDH coupled, Kinase-Glo luminescence, 60 min; Potency, µM (top dose mostly 57.5 µM), inactives show at the top dose activity change, negative = inhibition, hits mostly inhibitors; actives 0.043% (n = 380,000); AID 602233; note: potency is the fitted concentration of half-maximal effect; % is set by controls: 0 for no effect and ±100 for the full control effect; nearly all actives have a fitted effect of over 60% in size
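Luminescent ATP detection (Kinase-Glo Plus) follows a 60-minute room-temperature incubation, with wells lacking PGK as controls. Buffer: 100 mM TEA (pH 7.6), 5 mM MgCl2, 0.01% Tween-20. Coupling enzyme GAPDH (100 nM final) supplies unstable 1,3-BPG in-well.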
BAZ2B inh = BAZ2B (human) inhibition | AID 504333 | AlphaScreen BAZ2B-H3K14Ac peptide displacement | Q9UIF8 | actives 4.4% (n = 360,000) | Potency, µM (highest dose often 114 µM), for inactives: at the top dose activity change, negative = inhibition, hits mostly inhibitors; note: potency is the fitted concentration of half-maximal effect; % is set by controls: 0 for no effect and ±100 for the full control effect; nearly all actives have a fitted effect of over 60% in size
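AlphaScreen displacement of biotin-H3(5-23)K14Ac peptide (50 nM final) from BAZ2B (50 nM final) in PBS pH 7.4, 0.01% Tween-20; complex preformed 30 min RT, then compounds (top 110 uM) 30 min RT, beads 20 min dark.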
GLS inh = blocks human kidney-isoform glutaminase activity; GLS enzymatic activity, qHTS titration; Potency, µM (titrated, usually from 45.5 µM), for the others: top-dose activity change, negative = inhibition, usual class: inhibitors; actives 0.21% (n = 410,000); note: potency is the fitted concentration of half-maximal effect; % is set by controls: 0 for no effect and ±100 for the full control effect
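Enzyme dispensed in phosphate buffer (45 mM, pH 8.2, 0.02% Tween-20), compounds pinned in, then 1 mM L-glutamine solution and the glutamate oxidase–HRP–Amplex Red mix added; fluorescence read immediately and again after 30 min at room temperature.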
JMJD2A Tudor = JMJD2A Tudor domain (human) inhibition | O75164 | AlphaScreen JMJD2A-Tudor / H3K4me3 peptide binding | Potency, µM (series often up to 114 µM), for inactives: top-dose activity change, negative = inhibition, most hits filed as inhibitors | actives 4.4% (n = 390,000) | AID 504339; note: potency is the fitted concentration of half-maximal effect; % is set by controls: 0 for no effect and ±100 for the full control effect; nearly all actives have a fitted effect of over 50% in size
* hit, by the source's call; i = inactive; ? = inconclusive; · = not tested or not shown; [ ] = remark or other dose. Unless noted, calls come from the whole dose curve; as a rule, active = well fitted curve in the direction sought with a large enough effect; inconclusive = small, poorly fitted or top-dose-only effect, or another doubt; inactive = no such curve, though single readings can be large; an effect the other way counts as inactive or inconclusive.

SMILES	ERG Ets-DNA blk	PI4K2A block	HP1b binding inh	G9a block	Pin1 inh	PGK inhibitor	BAZ2B inh	GLS inh	JMJD2A Tudor
COC1=CC(=O)CC(C)C12Oc1cc(OC)cc(OC)c1C2=O (stereo unspecified)	5%	6	21%	?	1%	i	-24%	-10%	-6%
CCC(C)(C)n1nnnc1C(c1cc2ccc(OC)cc2[nH]c1=O)N1CCc2ccccc2C1 (stereo unspecified)	5%	4	39%	2.5µM*	?	-4%	-14%	-11%	-29%
COC(=O)c1ccc(NS(=O)(=O)c2ccc(Cl)cc2)o1	-4%	-3	-6%	50µM*	1%	-2%	?	-1%	-12%[11.4 µM]
O=C(Cc1ccc(Cl)cc1)NCC(c1cccs1)S(=O)(=O)c1ccc(Cl)cc1 (stereo unspecified)	-3%	0	25%[57 µM]	28%[59 µM]	10%	-5%	10%	5%	-13%
COCCCn1c(=N)c(C(=O)NCc2cccnc2)cc2c(=O)n3cc(C)ccc3nc21	-5%	-4	24%	-9%[59 µM]	-14%	-7%	0%	-2%	-14%
COc1ccc(S(=O)(=O)NCc2cccnc2)cc1OC	-7%	-2	29%	1%	6%	-5%	2%	5%	-13%
CN(C)C1(CNC(=O)COc2ccc([N+](=O)[O-])cc2)CCCCC1	-12%	-2	32%[activator]	-28%[59 µM]	-6%	0%	-11%	2%	-5%
Cc1nc2cc(NC(=O)c3ccc(Br)s3)ccc2s1	-2%	-1	27%	·	22%	-14%	-8%	-2%	2%
Cc1cc(C)c(CN2CCC(CO)(CCOc3ccccc3)CC2)cc1C	-7%	1	29%	·	3%	2%	0%	4%	-18%
COCCNCC(=O)NC12CC3CC(CC(C3)C1)C2	-3%	-4	46%[activator]	-13%	0%	5%	-4%	6%	-10%
COc1ccc(S(=O)(=O)NNC(=O)C23CC4CC(CC(C4)C2)C3)cc1[N+](=O)[O-]	-7%	7	3%	?	0%	8%	4%	2%	-18%
CCC(C)NC(=O)C(=O)Nc1c2c(nn1-c1ccccc1)CS(=O)(=O)C2 (stereo unspecified)	5%	-2	-14%	?	-2%	i	?	-10%	45µM*
CN1C(=O)C(=O)/C(=C(/O)c2ccccc2)C1c1ccccc1 (stereo unspecified)	0%	3	21%	?	2%	1%	-4%	1%	-22%
CCCn1c(SCC(=O)NC2CCCCC2)nnc1-c1ccccn1	7%	5	43%[activator]	-3%	0%	-1%	?	-8%	10%
CCN(CC(=O)Nc1ccc2c(c1)CCC2)Cc1nc2ccccc2c(=O)[nH]1	-4%	4	42%[activator]	?	5%	0%	10%	-2%	-29%[57.1 µM]
COC(=O)c1sc(N)c(C(=O)OC)c1COC(=O)C1CC(=O)N(Cc2ccco2)C1 (stereo unspecified)	-1%	-1	10%	-9%[12.7 µM]	26%	-8%	?	-1%	-32%
Cc1cnc(C(=O)OCC(=O)c2ccc(F)cc2)cn1	-3%	2	52%[activator]	-5%	-4%	-5%	-36%	-1%	-6%
Cc1ccc(C2(c3ccccc3)NC(=O)N(CC(=O)NCc3ccccc3)C2=O)cc1C (stereo unspecified)	9%	1	13%	-39%[59 µM]	-1%	-6%	-18%	-4%	-21%
COc1cccc(C(=O)Nc2ccccc2-c2nnc(-c3cccc(OC)c3)o2)c1	3%	0	34%	-3%[59 µM]	13%	-1%	-15%	-3%	-1%
CCN1CCN(C(=O)c2cc3nc(-c4ccccc4)cc(C(F)(F)F)n3n2)CC1	0%	6	28%	-27%[12.7 µM]	?	-8%	9%	0%	-15%
O=C(c1nn2c(C(F)(F)F)cc(-c3ccccc3)nc2c1Cl)N1CCOCC1	3%	-4	31%	20%	0%	-8%	14%	-5%	-1%
O=C(CO/N=C/c1ccc(Cl)cc1Cl)NNC(=O)c1ccc(Cl)cc1Cl	8%	4	38%	5%	56%[activator]	-4%	-7%	-3%	-11%
COc1ccc(C(=O)c2ccc(N3CCN(C4CC(=O)NC4=O)CC3)cc2)cc1F (stereo unspecified)	0%	8	45%[activator]	-2%[2.33 µM]	1%	3%	-8%	-1%	-4%
COc1ccccc1NC(=O)Cn1ccn(-c2cccc3ccccc23)c(=O)c1=O	-6%	1	19%	-38%	0%	i	-4%	-6%	-13%
CCCC(C(=O)Nc1ccc2c(C)cc(=O)oc2c1)c1ccccc1 (stereo unspecified)	3%	5	13%	22µM*	-1%	i	56µM*	-3%	-24%
SMILES	ERG Ets-DNA blk	PI4K2A block	HP1b binding inh	G9a block	Pin1 inh	PGK inhibitor	BAZ2B inh	GLS inh	JMJD2A Tudor
CCN(CC)C(=O)Cn1cc(C(=O)C(=O)NCc2cccnc2)c2ccccc21	6%	-7	33%	-5%	5%	-13%	-23%	0%	-16%
COc1ccc(C2(NC(C)=O)CCN(C(=O)CCC(=O)O)CC2)cc1	3%	-4	22%	-2%	-4%	-7%	?	11%	-16%
COc1cccc(CNC(=O)C2Cc3ccccc3CN2C(C)=O)c1 (stereo unspecified)	-7%	-2	-4%	-25%	-1%	1%	-21%	-1%	?
COc1cccc(CNC(=O)CSC(=S)N2CCCC2)c1	-6%	1	3%	-45%	-8%	-2%	0%	2%	-11%
CCCCNC(=O)C1CCN(S(=O)(=O)c2ccc3c(ccn3CC)c2)CC1	5%	0	29%[57 µM]	4%[59 µM]	6%	i	-2%	6%	0%
CSc1nsc(SC)c1C(=O)NC(=O)Nc1cccnc1	-8%	0	48%[activator]	-1%	-9%	-7%	-2%	-2%	2%
Cc1nnc(SCC(=O)NC(C)(C)C)n1NCc1ccc(N(C)C)cc1	-9%	3	20%	21%	1%	11%	4%	8%	-16%
Cc1cccc(C(=O)OC(C)C(=O)Nc2ccc(S(=O)(=O)N3CCCC3)cc2)c1O (stereo unspecified)	8%	-5	-13%	?	12%	i	-3%	10%	-28%
O=C(NCC1CCCO1)c1ccc(F)c2ccccc12 (stereo unspecified)	-7%	-3	20%	34%	0%	0%	-2%[57.1 µM]	6%	-12%
O=C(NCc1ccc2c(c1)OCO2)c1ccccn1	-1%	15	21%	0%[59 µM]	-6%	-1%	-6%	-1%	-1%
Nc1nc(N2CCOCC2)nc(N(c2ccccc2)c2ccccc2)n1	10%	-8	38%	29%	-4%	-2%	-2%	1%	-10%
COC(=O)CSc1ncc(OC)c(OC)n1	1%	1	27%	104%[activator][59 µM]	-7%	-9%	-5%	-3%	5%
O=C(NC1CCCC1)C(c1ccncc1)N(C(=O)Cc1cccs1)c1cccc(F)c1 (stereo unspecified)	-4%	1	32%[activator]	58%[activator]	-2%	-4%	-13%	4%	0%
CN(C)c1ccc(/C=C/c2ccncc2)cc1	20%	2	32%	?	?	-10%	?	1%	-29%
CCS(CC)=NS(=O)(=O)c1ccc(NC(C)=O)cc1	0%	2	13%	·	0%	-6%	-4%	5%	-9%
CCc1ccc2[nH]c(=O)c(C(c3nnnn3CCOC)N3CCN(c4ccccc4F)CC3)cc2c1 (stereo unspecified)	1%	3	6%	?	2%	-9%	-36%	3%	-29%
c1cncc(CSc2ccc(-c3cccnc3)nn2)c1	17%	-4	47%[activator]	-7%	-3%	2%	-1%	-3%	-9%
CCOc1ccccc1NC(=O)c1c(NC(=O)c2ccccc2)sc2c1CCCC2	1%	-1	61%[activator]	-3%[59 µM]	6%	-1%	4%	-8%	12%
COc1ccccc1CN1CC(C(=O)N(C)CCOc2ccccc2)CCC1=O (stereo unspecified)	-9%	-1	23%	7%[59 µM]	1%	-5%	-11%	6%	-10%
O=S(=O)(c1ccc(S(=O)(=O)N2CCC3(CC2)OCCO3)cc1)N1CCCC1	-8%	6	16%	6%	-5%	1%	-17%	0%	11%
COc1ccc(C(=O)n2cnc3ccccc32)cc1[N+](=O)[O-]	1%	-3	36%	-6%	0%	-5%	6%	-2%	5%
CCn1nc(C(=O)NNC(=O)COc2ccccc2C)c2ccccc2c1=O	0%	3	32%	-11%	-4%	2%	2%	4%	-9%
NC(=O)c1cccc(CS(=O)(=O)c2ccc(Cl)cc2)c1	-7%	-3	27%	7%	2%	i	5%	-10%	-4%
CN1C(C(=O)NCc2ccco2)CC2Cn3c(nc4cc5ccccc5cc43)C21 (stereo unspecified)	-12%	-1	32%	-5%[12.7 µM]	11%	-4%	-7%	4%	-20%
Cc1ccc(NC(=O)CN(C)C(=O)c2ccc(NS(=O)(=O)c3cccc([N+](=O)[O-])c3)cc2)cc1	-5%	0	25%	·	0%	-2%	·	16%	-21%
COc1ccc(NC(=O)CSc2nc(SC)ns2)cc1	2%	-6	43%[activator]	-12%	-1%	-6%	-1%	1%	-4%
COc1ccccc1C(=O)O/N=C(/c1ccncc1)c1ccc([N+](=O)[O-])cc1	7%	-1	-12%	?	5%	3%	?	6%	?
COc1ccccc1NC(=O)c1cccc(S(=O)(=O)N2CCOCC2)c1	0%	6	52%[activator]	14%[59 µM]	6%	i	9%	1%	6%
O=C(O)c1cc(-c2cccs2)nn1-c1cccc(Cl)c1	1%	-7	3%	-28%	-10%	-8%	-17%	5%	-16%
CCN1C[C@@H]2[C@@H]3C(=O)N(Cc4ccccc4)C(=O)[C@@H]3[C@](Cc3ccccc3)(C1=O)N2C(=O)c1ccc(Cl)cc1	12%	-3	50%[activator]	·	6%	-2%	·	-1%	-24%

Some entries already given, limited to G9a block and Pin1 inh.
SMILES | G9a block | Pin1 inh
COc1cccc(CNC(=O)C2Cc3ccccc3CN2C(C)=O)c1 (stereo unspecified) | -25% | -1%
CCN(CC)C(=O)Cn1cc(C(=O)C(=O)NCc2cccnc2)c2ccccc21 | -5% | 5%
